Source: PubChem BioAssay
FUS suppressor: FUS proteinopathy suppression in yeast; S. cerevisiae FUS-expressing, growth rescue, OD600, 24 h; 390,000 tested, 0.24% active; Potency, µM (top dose mostly 76.6 µM), without a hit: top-dose growth rescue (activation), usual class: activators;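 note: plate controls were DMSO vehicle for no effect and reference control for full effect; nearly all actives have a fitted effect of over 55% in size; some results filed as inactive show a strong effect at the top dose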
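Compound concentration series was pinned onto galactose-induced FUS-expressing yeast seeded at OD 0.005. Plates sat 24hr at 30C; absorbance at 600 nm gave growth. DMSO served as background control.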
EPAC2 agonist: agonists of human EPAC2 (RAPGEF4); Q8WZA2; EPAC2 activation, biochemical qHTS; response scale: 100% = 6.5 mM cAMP response; Potency, µM (series often up to 154 µM), for inactives: at the highest dose activation, most hits filed as activators; 360,000 tested, 0.079% active; note: nearly all actives have a fitted effect of over 50% in size
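qHTS, titration series. 100 nM EPAC2 / 250 nM Rap1B-BODIPY-GDP / 50 uM GDP; RT; ex 480/em 540 nm, 5-min reads to 30 min. Norm. to 6.5 mM cAMP = activation.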
TDP43 rescue: inhibitors of TDP-43 toxicity in yeast; 410,000 tested, 1.8% active; TDP-43 expressing yeast growth rescue, BacTiter-Glo, 24 h; Potency, µM (top dose mostly 46.1 µM), without a hit: top-dose growth rescue (activation), most hits filed as activators; AID 652104; note: % of control where 0% means no effect; nearly all actives have a fitted effect of over 50% in size
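Growth rescue of TDP-43-toxic yeast measured as ATP luminescence (BacTiter-Glo). Cells grown to mid-log in raffinose, induced in galactose at OD600=0.02, exposed to compound 24 hr at 30 deg C.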
EPAC2 antag: antagonists of human EPAC2 | Q8WZA2 | EPAC2 GEF exchange of Rap1B-BODIPY-GDP, fluorescence | Potency, µM (series often up to 114 µM), for inactives: at the highest dose activity, negative = inhibition, usual class: inhibitors | 360,000 tested, 0.18% active; note: % is set by controls: 0 for no effect and ±100 for the full control effect; nearly all actives have a fitted effect of over 45% in size; many of its hits are not listed in these tables
PTHR1 ag: agonists of human PTHR1 parathyroid hormone receptor | Q03431 | HEK293 GP2 PTHR1 cells, GloSensor cAMP luminescence, 1 h | Potency, µM (series often up to 115 µM), for inactives: top-dose activation, most hits filed as activators | 410,000 tested, 0.075% active | AID 743266; note: nearly all actives have a fitted effect of over 55% in size; some results filed as inactive show a strong effect at the top dose; inactives centre near -15; many of its hits are not listed in these tables
Target sequence (Q03431 whole entry, looked up): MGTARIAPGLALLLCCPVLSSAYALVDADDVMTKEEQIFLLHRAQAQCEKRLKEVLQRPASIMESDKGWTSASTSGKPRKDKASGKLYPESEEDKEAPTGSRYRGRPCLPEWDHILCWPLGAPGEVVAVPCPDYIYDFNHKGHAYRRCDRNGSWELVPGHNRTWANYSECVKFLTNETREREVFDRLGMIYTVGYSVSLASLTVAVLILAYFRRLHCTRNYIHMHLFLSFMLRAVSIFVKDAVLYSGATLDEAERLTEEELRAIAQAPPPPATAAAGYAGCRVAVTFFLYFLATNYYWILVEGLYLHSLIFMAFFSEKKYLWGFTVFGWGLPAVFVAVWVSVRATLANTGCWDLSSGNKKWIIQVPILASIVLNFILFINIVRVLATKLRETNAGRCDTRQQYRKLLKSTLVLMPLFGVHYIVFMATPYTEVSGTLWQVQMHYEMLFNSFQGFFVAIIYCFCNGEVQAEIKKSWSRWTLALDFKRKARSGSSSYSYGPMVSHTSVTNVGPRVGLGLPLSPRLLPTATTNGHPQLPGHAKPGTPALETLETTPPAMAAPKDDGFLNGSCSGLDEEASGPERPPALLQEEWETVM
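HEK-293-derived GP2 cells expressing PTHR1 and a GloSensor cAMP reporter, 3,000/well, plated overnight, given luciferin plus IBMX (each 0.5 mM as added) for 1 h at 37 °C, then compound for 1 h at 37 °C. Luminescence was read after 15 min at room temperature.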
aSyn rescue: alpha-synuclein toxicity inhibition in yeast | Yeast expressing alpha-synuclein, growth rescue, BacTiter-Glo, 24 h | 370,000 tested, 0.14% active | Potency, µM (series often up to 46.1 µM), without a hit: at the highest dose growth rescue (activation), usual class: activators; note: % of control where 0% means no effect; nearly all actives have a fitted effect of over 65% in size
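Rescue of yeast growth: cells expressing toxic alpha-synuclein, induced in galactose at OD600 0.02, incubated with compound 24 h at 30 C. ATP luminescence quantified growth; inhibitors of toxicity appear as activators.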
EPAC1 agonist: agonists of human EPAC1 | EPAC1 agonist qHTS, biochemical assay; response scale: 100% = response to 6.5 mM cAMP | Potency, µM (titrated, usually from 154 µM), for inactives: top-dose activation, hits mostly activators | O95398 | 360,000 tested, 0.073% active; note: nearly all actives have a fitted effect of over 60% in size
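Normalized to 6.5 mM cAMP, activity reflects EPAC1-catalysed release of BODIPY-GDP from Rap1B, followed kinetically over 30 min at 480 nm excitation, 540 nm emission. Reaction contained 100 nM EPAC1, 250 nM Rap1B-BODIPY-GDP, 50 uM GDP.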
EPAC1 antagonist: antagonists of human EPAC1 | EPAC1 GEF assay, Rap1b-BODIPY-GDP exchange fluorescence | Potency, µM (top dose mostly 115 µM), for the others: top-dose activity change, negative = inhibition, actives largely listed as inhibitors | 360,000 tested, 0.14% active | AID 720709;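 note: plate controls were vehicle for no effect and positive control for full effect; nearly all actives have a fitted effect of over 50% in size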
* = called active by the depositor; i = inactive; ? = inconclusive; / = no result given; [ ] = dose if it differs, or a comment. Calls come from the whole dose curve; as a rule, active = well fitted curve in the direction sought with a large enough effect; inconclusive = small, poorly fitted or top-dose-only effect, or another doubt; inactive = no such curve, though single readings can be large; an effect the other way counts as inactive or inconclusive. Potency is the fitted concentration of half-maximal effect.

SMILES | FUS suppressor | EPAC2 agonist | TDP43 rescue | EPAC2 antag | PTHR1 ag | aSyn rescue | EPAC1 agonist | EPAC1 antagonist
CNC(=S)N/N=C/c1c(C)cccc1Cl | -10% | 10% | 0% | 0% | -15% | -2% | 3% | -18%
CN(C)c1ccc(S(=O)(=O)N2CCCCC2)cc1NC(=O)CCNC(=O)c1ccccc1Cl | 1% | 6% | 6% | 6% | -3% | -1% | 5% | -7%
Cc1cccc(Nc2nnc(SCC(=O)Nc3cccnc3Cl)s2)c1 | / | 4% | 2% | 0% | i | 4% | -12% | -24%
COc1ccc2sc(N(CCN(C)C)C(=O)c3ccc4ccccc4c3)nc2c1 | -2% | 21% | 20% | -10% | -10% | -3% | -9% | 2%
N#C/C(Cn1c[n+](NC(=O)Nc2ccccc2)cn1)=N/O | 37% | 14% | 12% | -7% | i | 1% | 8% | -6%
Cn1c(O)c(N=NC(=O)CNC(=O)c2cccnc2)c2ccccc21 | -8% | 1% | -7% | 1% | i | 2% | 2% | -4%
CCOc1ccc(NC(=O)COC(=O)CSCC(=O)Nc2ccc(C)cc2C)cc1 | 13% | -1% | -2% | 4% | -7% | 5% | -8% | -8%
CCc1ccccc1NC(=O)C1CCCN(S(=O)(=O)c2c(C)noc2C)C1 (centres undefined) | 17% | 5% | -12% | 11% | -7%[57.5 µM] | 6% | -1% | 9%
COC(=O)CN1C(=O)C(O)(CC(=O)c2ccc(C)o2)c2ccccc21 (centres undefined) | 23% | 12% | -6% | -2% | -10%[57.5 µM] | 2% | 5% | 2%
O=C(O)c1c2c(nc3ccccc13)/C(=C/c1cccc([N+](=O)[O-])c1)CCC2 | -2% | -1% | -11% | 3% | -15% | -3% | -7% | -15%
COc1ccc(-c2nc(CS(=O)(=O)CC(=O)NC3CCC(C)CC3)c(C)o2)cc1 (centres undefined) | 8% | -7% | -6% | 53%[activator] | -38%[inhibitor] | 2% | 2% | 13%
Cc1ccccc1C(=O)OCn1nnc2ccccc2c1=O | -9% | 7% | 14µM* | ? | i | 25% | 13% | -7%
NNC(=O)C1CC1(c1ccccc1)c1ccccc1 (centres undefined) | 15% | 7% | 5% | -2% | i | -1% | 7% | -8%
CCCCC(=O)Nc1nnc(SCC(=O)N2CCN(c3ccccc3OC)CC2)s1 | -13% | -7% | 10% | -1% | i | -5% | -2% | 0%
COC(=O)/C(=N\Nc1ccccc1)Sc1nnc(-c2ccc(OC)cc2)n1C | 6% | 2% | 4% | 4% | -13% | 1% | -1% | 6%
COc1cc(Cl)c(S(=O)(=O)N2CCOCC2)cc1Cl | 19% | 3% | 18% | 18% | -8%[57.5 µM] | 0% | -4% | 17%
COc1ccc(-n2cnc3sc4c(c3c2=O)CCCC4)cc1 | 14% | 21% | 5% | -1% | -27% | 0% | -5% | 12%
CCCCOC(=O)C1CN(c2ccccc2)N=C1C(C)=O (centres undefined) | 23% | -3% | -18% | -15% | i | 15% | -10% | 1%
Cc1cc(C(F)(F)F)c2c(=O)[nH]c(=O)n(Cc3ccccc3)c2n1 | 8% | -1% | 24% | 19% | -30%[57.5 µM] | 0% | -6% | 11%
COc1ccc(NC(=O)c2cc(S(=O)(=O)N(Cc3ccccc3)c3ccccc3)ccc2Cl)cn1 | 36% | 9% | -5% | -1% | -10% | 0% | 13% | ?
CC(=O)N(Cc1ccccc1)c1ncc2c(n1)c(=O)c(C#N)c1ccccn12 | 19% | 6% | -5% | -6% | i | -4% | 11% | -6%
CCN(C(=O)C1CSC2(C)CCC(=O)N12)c1nc2c(C)cccc2s1 (centres undefined) | / | -4% | 5% | 9% | -1% | 1% | 1% | 4%
Cc1ccc(NC2CCCN(C(=O)CCCN3CCCCC3=O)C2)cc1C (centres undefined) | 20% | -5% | 10% | 11% | -10% | -1% | 0% | 8%
Nc1nonc1-n1nnc(C(=O)N/N=C/c2cc(Br)cs2)c1-c1ccccc1 | 20% | -6% | -21% | -26% | i | 3% | -4% | 13%
Cc1ccc(C(=O)N/C(=C\c2ccc3c(c2)OCO3)C(=O)N2CCOCC2)cc1 | -1% | 12% | 9% | 0% | i | 10% | 9% | 12%
COC(=O)c1noc(C)c1-c1ccnn1C(=O)c1ccc(C)cc1 | 2% | 5% | ? | -2% | i | 3% | 2% | -11%
Cc1ccc(-c2cc(C(=O)OCC(=O)Nc3ncc(C(F)(F)F)cc3Cl)c3ccccc3n2)cc1 | 3% | -8% | 17% | 13% | i | 0% | 12% | 21%
CC1CCCCN1CCCNC(=O)CCCN1C(=O)c2cccnc2Sc2ccccc21 (centres undefined) | 3% | 13% | 6% | 4% | i | -4% | 2% | 3%
O=C(O)c1cccc(Cn2c(Cl)c(/C=N/NC(=O)c3ccc(O)cc3)sc2=O)c1 | 32% | 16% | 0% | 4% | 24% | -2% | 5% | -30%
C#CCOCCOCCOCCNc1nc(N2CCOCC2)nc(N2CCN(C(=O)[C@H](Cc3cc4ccccc4[nH]3)n3cc([C@@H](N)Cc4ccc(O)cc4)nn3)CC2)n1 | 43% | 8% | 3% | 10% | -1% | 3% | -8% | -9%
Cc1ccc(S(=O)(=O)CC2CSc3nc(N)cc(=O)n32)cc1 (centres undefined) | 16% | -3% | 5% | 1% | i | -11% | -5% | 11%
O=C(c1cc(-c2ccc3c(c2)OCO3)on1)N1CCN(c2ccc(F)cc2)CC1 | 8% | 7% | -7% | 9% | -73% | 1% | -2% | 0%
O=C(Cc1c(O)c2ccccc2oc1=O)c1ccc(F)cc1 | / | -4% | 13% | 1% | -16% | -6% | -9% | -3%
O=C(COC(=O)c1ccc(Cl)c(S(=O)(=O)N2CCc3ccccc3C2)c1)Nc1ncc(Cl)cc1Cl | / | 2% | 18% | 0% | -4% | 1% | 14% | 4%
C/C(=C\C(=O)N1CCc2ccccc21)C(=O)O | -9% | -2% | 0% | 2% | -1% | -1% | 5% | -4%
COc1cc(NC(=O)N[C@H](C(=O)O)C(C)C)cc(OC)c1 | 5% | 4% | -17% | 9% | 3%[57.5 µM] | -13% | -9% | 1%

Quoted at random: 7 compounds from above
SMILES | FUS suppressor | EPAC2 agonist | TDP43 rescue | EPAC2 antag | PTHR1 ag | aSyn rescue | EPAC1 agonist | EPAC1 antagonist
Cc1ccc(S(=O)(=O)CC2CSc3nc(N)cc(=O)n32)cc1 (centres undefined) | 16% | -3% | 5% | 1% | i | -11% | -5% | 11%
COc1cc(NC(=O)N[C@H](C(=O)O)C(C)C)cc(OC)c1 | 5% | 4% | -17% | 9% | 3%[57.5 µM] | -13% | -9% | 1%
C/C(=C\C(=O)N1CCc2ccccc21)C(=O)O | -9% | -2% | 0% | 2% | -1% | -1% | 5% | -4%
O=C(Cc1c(O)c2ccccc2oc1=O)c1ccc(F)cc1 | / | -4% | 13% | 1% | -16% | -6% | -9% | -3%
O=C(COC(=O)c1ccc(Cl)c(S(=O)(=O)N2CCc3ccccc3C2)c1)Nc1ncc(Cl)cc1Cl | / | 2% | 18% | 0% | -4% | 1% | 14% | 4%
C#CCOCCOCCOCCNc1nc(N2CCOCC2)nc(N2CCN(C(=O)[C@H](Cc3cc4ccccc4[nH]3)n3cc([C@@H](N)Cc4ccc(O)cc4)nn3)CC2)n1 | 43% | 8% | 3% | 10% | -1% | 3% | -8% | -9%
O=C(c1cc(-c2ccc3c(c2)OCO3)on1)N1CCN(c2ccc(F)cc2)CC1 | 8% | 7% | -7% | 9% | -73% | 1% | -2% | 0%

More structures follow.
SMILES | FUS suppressor | EPAC2 agonist | TDP43 rescue | EPAC2 antag | PTHR1 ag | aSyn rescue | EPAC1 agonist | EPAC1 antagonist
Cc1c(C(=O)N2CCOCC2)c(S(=O)(=O)Nc2ccc(F)cc2)c(C)n1C | 20% | 1% | 3% | 0% | i | 9% | -7% | 11%
CCCSc1nnc(NC(=O)c2nc(SC)ncc2Cl)s1 | 11% | 8% | 15% | 9% | i | 2% | -11% | 0%
Cc1nc2ccccc2c(=O)n1NCc1cc(Br)cs1 | -3% | 3% | 17% | -6% | i | -14% | 11% | -1%
Nc1nc(SCc2ccc(Br)cc2)n[nH]1 | -10% | 4% | -14% | 2% | i | -1% | 15% | -15%
O=C(CN1C(=O)C(=O)c2ccccc21)NCCc1ccccc1 | -3% | 6% | 0% | 3% | -61%[inhibitor] | 3% | 4% | -8%
Cc1nc(SCC(=O)Nc2ccccc2Cl)oc1C | -7% | 10% | 2% | 14% | -22% | 5% | -19% | 5%
Cc1onc(-c2c(F)cccc2Cl)c1C(=O)Nc1nnc(C(F)(F)F)s1 | 19% | 7% | -18% | 5% | -88%[inhibitor] | -6% | 4% | 9%
Nc1nnc(SCc2ccc(Cl)cc2)s1 | -13% | 3% | 28% | 23% | -6%[57.5 µM] | 0% | 4% | 14%
COc1ccccc1C(=O)NNC(=O)c1ccc(Cl)cc1 | -38% | 9% | 0% | ? | -14% | -3% | 13% | 4%
CCOC(=O)C1=C(CNCCOc2ccc(OC)cc2)NC(=O)NC1c1ccc2c(c1)OCO2 (centres undefined) | 30% | 10% | -4%[9.22 µM] | -8% | -14% | 0% | -6% | -15%
CC(Sc1n[nH]c(N)n1)C(=O)Nc1ccc(Cl)cn1 (centres undefined) | 15% | 0% | -14% | 11% | i | -3% | 5% | -3%
c1ccc(-c2nnnn2-c2ccccc2)cc1 | -11% | 6% | 28% | -4% | i | -1% | 17% | 16%
Cn1c(=NC(=O)c2ccco2)sc2ccccc21 | 1% | -7% | 11% | 3% | -90%[inhibitor] | -1% | 1% | -10%
O=C(Nc1ccccc1Cl)Nc1ccccc1Cl | 6% | -5% | 12% | 1% | -27% | -1% | -1% | -11%

Record cards (already shown). Order of values: FUS suppressor | EPAC2 agonist | TDP43 rescue | EPAC2 antag | PTHR1 ag | aSyn rescue | EPAC1 agonist | EPAC1 antagonist
Listed for Cc1nc(SCC(=O)Nc2ccccc2Cl)oc1C : -7% | 10% | 2% | 14% | -22% | 5% | -19% | 5%
Listed for CCCSc1nnc(NC(=O)c2nc(SC)ncc2Cl)s1 : 11% | 8% | 15% | 9% | i | 2% | -11% | 0%

Only part of the results is shown; rates above refer to the full screens.
